TRPC4 PAM – positive allosteric modulators of TRPC4, primary screen, cell-based, mouse TRPC4beta, HEK293 mu-opioid, Fluo-4 calcium; actives 0.42% (n = 310,000); DAMGO EC20, Fluo-4 Ca2+ flux; hits give high values; AID 2227, 2009; B-score at 10 µM;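 active = B-score of calcium response area above 5 SD of library B-scores, with initial fluorescence ratio within 5 SD of library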;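 also: B-score of integrated fluorescence ratio over time as area under calcium response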
MrgX1 agonist – agonists of human MrgX1 receptor, primary screen, HEK293 cells, Fluo-4 calcium flux. Fluo-4 calcium fluorescence, agonist mode; hits give high values. actives 0.44% (n = 310,000). Mas-related G-protein coupled receptor member X1 (Homo sapiens), Q96LB2. B-score at 10 µM;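 active = calcium response B-score plate-corrected fluorescence ratio at least 3 library SD, with starting fluorescence B-score inside 5 SD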
Target sequence (Q96LB2 whole entry, looked up): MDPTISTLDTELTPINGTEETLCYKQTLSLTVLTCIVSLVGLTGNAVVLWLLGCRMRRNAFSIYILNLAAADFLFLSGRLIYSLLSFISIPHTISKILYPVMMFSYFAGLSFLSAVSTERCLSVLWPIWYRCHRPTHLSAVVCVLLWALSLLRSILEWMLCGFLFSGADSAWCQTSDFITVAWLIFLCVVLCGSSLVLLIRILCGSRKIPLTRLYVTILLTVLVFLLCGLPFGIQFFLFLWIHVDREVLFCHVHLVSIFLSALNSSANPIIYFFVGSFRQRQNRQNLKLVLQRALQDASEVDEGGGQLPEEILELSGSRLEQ
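Material: MrgX1-expressing HEK293 cells; input: 15,000 cells per well; doses: test compound given as first of three sequential additions; schedule: overnight plating before 1 h dye loading; technique: Fluo-4 NW calcium-flux fluorescence, kinetic read; evaluation: baseline-normalised fluorescence change ratio, B-scored; control set: plate-wise positive and negative controls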
MrgX1 PAM – positive allosteric modulators of MrgX1, primary screen, HEK293 cells, Fluo-4 calcium flux; FDSS; hits give high values; Mas-related G-protein coupled receptor member X1 (Homo sapiens), Q96LB2; B-score at 10 µM; actives 0.63% (n = 310,000);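 active = plate-corrected calcium response at least 3 library SD above typical, normal starting fluorescence, not activating the receptor alone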;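 also: compound read alongside a low EC10 to EC30 dose of BAM8-22 agonist; peak minus trough fluorescence over baseline measured at the second addition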
TRPC4 inh – inhibitors of mouse TRPC4 channel, primary screen, Fluo4 calcium, HEK293 TRPC4beta/mu-opioid cells | Short transient receptor potential channel 4 (Mus musculus), Q9QUQ5 | DAMGO-evoked Fluo4 calcium flux; hits give low values | B-score at 10 µM | actives 0.39% (n = 300,000) | AID 2247, 2010;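 active = B-score over 3 SD under the library average, no early fluorescence shift, positive overall ratio signal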
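Assay system: HEK293 cells with stable TRPC4beta plus mu-opioid receptor expression; Probe or stimulus: DAMGO in two steps, submaximal then maximal; Dosing: single-point compound dosing; Measured by: Fluo4 calcium-dye fluorescence, kinetic read; Read-out basis: B score from integrated Fluo4 fluorescence ratio.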
PolyA inh – polyadenylation inhibitors in yeast reporter cells, primary screen, luminescence, S. cerevisiae. S. cerevisiae SKY197-pL101 polyadenylation reporter, beta-gal luminescence; efflux-impaired pdr1/pdr3 knockout yeast; score 100 = 6 SD above DMSO. calls only at 12 µM. actives 0.02% (n = 300,000). AID 1875, 2009;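 active = lowest replicate activity score at least 50, where 100 means six control SD above control mean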;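 also: yeast exposed to compound for 9 h at 30 °C; higher score means more reporter readthrough which indicates perturbed polyadenylation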
TRPC6 inh – mouse TRPC6 channel inhibitors, primary screen, cell-based, HEK293, membrane potential dye | Short transient receptor potential channel 6 (Mus musculus), Q61143 | ACh-evoked depolarization; hits give low values | B-score at 10 µM | actives 1.1% (n = 310,000);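 active = B-score under library mean minus 3 SD, initial fluorescence not abnormally high, positive integrated signal ratio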;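 also: B-score derived from integrated fluorescence ratio over the kinetic read; more negative B-score means stronger inhibition of depolarization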
TRPC6 activator – mouse TRPC6 channel activators, primary screen, cell-based, HEK293, membrane potential dye; HEK293-TRPC6 membrane potential dye fluorescence; hits give high values; B-score at 10 µM; actives 0.13% (n = 310,000);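 active = B-score of the integrated fluorescence ratio above library mean plus 3 SD, and starting fluorescence ratio within library mean plus 5 SD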;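 also: higher score means more depolarization so channel activation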
AI-2 QS modul – Vibrio harveyi AI-2 quorum sensing modulators, primary screen, JMH597 strain, luminescence/OD600 ratio | activity change, % at 7.5 µM | Vibrio harveyi JMH597 AI-2 luminescence/OD600 ratio, 9 h; hits give low values; strain lacks LuxN and CqsS sensors; 0 = neutral-control median | actives 0.4% (n = 300,000); in the data active = activity change below about -75%, passing the limit was not always enough;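 also: luminescence divided by OD600 gain over 9 h not by final OD600 alone; inactives centre near 13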
HIF activator – HIF pathway transcriptional activators, primary screen, cell-based, U2OS HRE-luciferase, luminescence; U2OS HRE-luciferase reporter; normalized: DMSO 0%, desferrioxamine 100%; actives 0.32% (n = 300,000); activation, % at 7.5 µM (by protocol);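 active = mean activation of at least 10% of the iron chelator positive control signal, with at least half of replicates also reaching 10%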
MrgX1 antag – antagonists of human MrgX1 receptor, primary screen, HEK293 cells, Fluo-4 calcium flux; actives 1.3% (n = 310,000); AID 588676, 2011; B-score at 10 µM; BAM8-22 antagonism; hits give low values; Mas-related G-protein coupled receptor member X1 (Homo sapiens), Q96LB2;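 active = calcium-response B-score plate-corrected more than 3 library SD below zero, starting fluorescence within 5 deviations, no agonist response on first addition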;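 also: peak minus trough fluorescence over baseline after final BAM8-22 challenge near maximal dose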
TRPC4 agonist – activators of mouse TRPC4 channel, primary screen, Fluo4 calcium, HEK293 TRPC4beta/mu-opioid cells. actives 0.49% (n = 310,000). Fluo4 calcium fluorescence; hits give high values. Short transient receptor potential channel 4 (Mus musculus), Q9QUQ5. B-score at 10 µM;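 active = B-score above 5 SD of library B-scores, and initial fluorescence ratio not above library mean plus 5 SD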;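 also: positive B-score marks a calcium rise read as TRPC4 activation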
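System – HEK293 cells stably co-expressing mouse TRPC4beta and mu-opioid receptor · Signal – Fluo4 calcium-sensitive dye fluorescence, kinetic, 1 Hz baseline · Benchmarks – buffer (low) and maximal DAMGO (high) · Read-out – B score of integrated fluorescence ratio per well · Incubation – dye loading 45 min room temperature, 110 s kinetic read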
An asterisk follows results filed as active; i = inactive; / = not tested or not shown.

SMILES | TRPC4 PAM | MrgX1 agonist | MrgX1 PAM | TRPC4 inh | PolyA inh | TRPC6 inh | TRPC6 activator | AI-2 QS modul | HIF activator | MrgX1 antag | TRPC4 agonist
CSc1nc(SCC(=O)NCc2ccco2)c2c3c(sc2n1)CN(C)CC3 | i | i | i | i | i | i | i | -4 | -0.1 | i | i
O=c1cc(-c2ccc(O)c(-c3c(O)cc(O)c4c(=O)cc(-c5ccc(O)cc5)oc34)c2)oc2cc(O)cc(O)c12 | i | i | i | i | i | i | i | 9 | -0.7 | i | i
COc1cc(NC(=O)COc2ccc(Cl)cc2)ccc1-c1cc2ccccc2oc1=O | i | i | i | i | i | i | i | 63 | 0.8 | i | i
CCOC(=O)CSc1[nH]c(=O)cc(C)c1C#N | i | i | i | i | i | i | i | 6 | 0.1 | i | i
COc1ccc(/C=C/c2nnc(NC(=O)C(C)(C)C)s2)cc1 | i | i | i | i | i | i | i | 8 | 0.4 | i | i
Cc1cc(Nc2ccc(Cl)cc2)n2ncnc2n1 | i | i | i | i | i | i | i | 6 | 0.9 | i | i
COC(=O)Cc1ccc(NC(=S)NCc2ccccc2)cc1 | i | i | i | i | i | i | i | 14 | -2.3 | i | i
Cn1c(CNC(=O)c2ccc(Cl)cc2)nnc1SCC(=O)N1CCOCC1 | i | i | i | i | i | i | i | 18 | -0.3 | i | i
Cc1cc(C)nc(NC(=O)c2ccc(Cl)cc2Cl)n1 | i | i | i | i | i | i | i | 23 | -0.4 | i | i
COCCCNC(=S)Nc1ccc(OC(F)F)cc1C | i | i | i | i | i | i | i | 12 | -0.8 | i | i
COc1ccc(Cl)cc1NC(=S)NCCN1CCOCC1 | i | i | i | i | i | i | i | 4 | 0.0 | i | i
CC1=NN(c2nc(-c3ccc(C)cc3)cs2)C(=O)C1N=Nc1cccc(O)c1 (stereo unspecified) | i | i | i | i | i | i | i | 20 | 0.3 | i | i
CCC(=O)Nc1ccc(C(=O)NNC(=O)c2ccc(Cl)cc2)cc1 | i | / | / | i | i | i | i | 10 | 1.2 | / | i
Cc1ccc(CCNC(=O)c2cccc(N3CCCC3=O)c2)cc1 | i | i | i | i | i | i | i | 27 | 0.0 | i | i
CSc1ncc(Cl)c(C(=O)Nc2cccc3ccccc23)n1 | i | i | i | i | i | i | i | 12 | 0.1 | i | i
Cc1ccc(C(=O)Nc2cccc(-c3ccc(N4CCOCC4)nn3)c2)cc1[N+](=O)[O-] | i | i | i | i | i | i | i | 6 | 2.9 | i | i
O=C(NCc1cccc(Cl)c1)c1cnn2c1NC(c1ccco1)CC2C(F)(F)F (stereo unspecified) | i | i | i | i | i | i | i | 2 | -0.2 | i | i
Cc1ccc(N2NC(=O)/C(=C/c3ccc(-c4ccc(Cl)c(C(=O)O)c4)o3)C2=O)cc1 | i | i | i | i | i | i | i | 12 | 0.0 | i | i
COc1ccc(Cl)cc1NC(=O)CSC1=NN2CCCC(=O)N=C2S1 | i | i | i | i | i | i | i | -1 | -0.5 | i | i
Cc1ccc2c(c1)Sc1c(ccc3ccccc13)N2 | i | i | i | i | i | i | i | 8 | 2.2 | i | i
COc1ccc(CN2CCN(c3ccc(F)cc3)CC2)c(OC)c1OC | i | i | i | i | i | i | i | 19 | 0.3 | i | i
O=C(Nc1c2c(nn1-c1ccccc1)CS(=O)(=O)C2)C1CCCC1 | i | i | i | i | i | i | i | 37 | -0.4 | i | i
CCCC[N+](C)(C)CCC(=O)NC(C)(C)CS(=O)(=O)[O-] | i | i | i | i | i | i | i | -6 | 0.1 | i | i
Cc1cccc(OCc2nnc(SCC(=O)O)n2Cc2ccccc2)c1 | i | i | i | i | i | i | i | 17 | -1.1 | i | i
O=C(CC1C(=O)NCCN1Cc1cccc(C(F)(F)F)c1)NCCc1cnccn1 (stereo unspecified) | i | i | i | i | i | i | i | 17 | -0.8 | i | i
Cc1cc(C(=O)OCC(=O)N2C(C)CCCC2C)c(C)o1 (stereo unspecified) | i | i | i | i | i | i | i | 10 | 0.2 | i | i
Cc1nnsc1Sc1ccccn1 | i | i | i | i | i | i | i | 11 | 0.0 | i | i
Cc1ccc(C(=O)NCCc2c[nH]c3ccccc23)c(C)c1 | i | i | i | i | i | i | i | -22 | -23 | i | i
S=c1[nH]c(-c2ccccc2)cs1 | i | i | i | i | i | i | i | -2 | 0.6 | i | i
Cc1cccc(CNC(=O)c2ccc3c(c2)N(C)CCS3)c1 | i | i | i | i | i | i | i | 17 | 0.5 | i | i
COc1ccc(N2CC(C(=O)N[C@@H](CC(C)C)C(=O)NC3CCCC3)CC2=O)cc1 (stereo partly specified) | i | i | i | i | i | i | i | 8 | -0.1 | i | i
CCN1CCN(C(CNS(=O)(=O)c2ccccc2)c2ccccc2)CC1 (stereo unspecified) | i | i | i | i | i | i | i | 4 | 0.4 | i | i
OCC[C@H]1C[C@H](O)[C@@H](O)[C@@]2(CCCO2)O1 | i | i | i | i | i | i | i | 3 | -2.6 | i | i
CC(NCc1ccco1)C(=O)N1CCc2ccccc2C1 (stereo unspecified) | i | i | i | i | i | i | i | 8 | 0.1 | i | i
COC(=O)C1=C(C)NC(=O)C1(Nc1ccc(Cl)cn1)C(F)(F)F (stereo unspecified) | i | i | i | i | i | i | i | 21 | -0.3 | -4.6* | i
CCCn1cnnc1CNC(=O)C1CCC(=O)N(CCc2ccc(OC)cc2)C1 (stereo unspecified) | i | i | i | i | i | i | i | 12 | -0.4 | i | i
CCOC(=O)c1nnn(-c2nonc2N)c1CSc1ccc(C)cc1 | i | i | i | i | i | i | i | 4 | / | i | i
O=C(O)c1cc(O)ccc1NC(=O)c1cccc2ccccc12 | i | i | i | i | i | i | i | 23 | -0.1 | i | i
COc1ccc(Nc2nc(NCc3ccco3)nc(N/N=C/c3ccc(O)cc3)n2)cc1 | i | i | i | i | i | i | i | 23 | 0.3 | i | i
CCN1C(=C2C(=O)c3ccccc3C2=O)C=Cc2ccccc21 | i | i | i | i | i | i | i | 36 | 0.5 | i | i
Fc1ccc(CNc2ncccn2)cc1 | i | i | i | i | i | i | i | / | -0.8 | i | i
O=C(OCC(=O)N1CCN(c2ccccc2)CC1)c1ccc(Cl)nc1 | i | i | i | i | i | i | i | 11 | 0.1 | i | i
COCC(=O)NC1(c2nnnn2CCOC(=O)Nc2ccc(Cl)cc2)CCCCC1 | i | i | i | i | i | i | i | 11 | 2.1 | i | i
OC(CNc1nc(C(F)(F)F)nc2ccccc12)c1ccccc1 (stereo unspecified) | i | i | i | i | i | i | i | 13 | 1.1 | i | i
S=C(NCC1CCCCC1)Nc1cccnc1 | i | i | i | i | i | i | i | 18 | -0.4 | i | i
Cc1ccc(C)c(N(CC(=O)N(C)C)S(C)(=O)=O)c1 | i | i | i | i | i | i | i | 6 | -0.4 | i | i
COc1nc(NCc2cccnc2)nc(OC)n1 | i | i | i | i | i | i | i | 10 | / | i | i
CC(C)Cn1c2c(c(=O)[nH]c1=O)C(C(F)(F)F)(C(F)(F)F)N=C(CCC1CCCCC1)N2 | i | i | i | i | i | i | i | 5 | -0.4 | i | i
CC(Sc1nnc(N)s1)C(=O)Nc1ccc(N2CCOCC2)cc1 (stereo unspecified) | i | i | i | i | i | i | i | 13 | -0.2 | i | i
CCn1c(SCC(=O)NCC2CCCO2)nnc1-c1ccc(Cl)cc1 (stereo unspecified) | i | i | i | i | i | i | i | 9 | -0.4 | i | i
Cc1ccc2occ(-c3nn[nH]n3)c(=O)c2c1 | i | i | i | i | i | i | i | 35 | -0.5 | i | i
COCCNc1c(-c2ccc(O)cc2)nc2ccc(Cl)cn12 | i | i | i | i | i | i | i | 5 | 3.0 | i | i
CC(=O)Nc1ccc2nc(-c3cccs3)[nH]c2c1 | i | i | i | i | i | i | i | 9 | 1.6 | i | i
Cc1ccc(C)c(Cn2nc3c4ccccc4n(Cc4ccccc4)cc-3c2=O)c1 | i | / | / | i | i | i | i | 13 | -0.2 | / | i
CCCCC1=CC2=C(c3ccco3)C(=O)C(C)(OC(=O)c3ccc(OC)cc3)C(=O)C2=CN1Cc1ccc2c(c1)OCO2 (stereo unspecified) | i | i | i | i | i | i | i | 37 | 0.0 | i | i
COC(=O)Cc1ccc(NC(=S)NCc2ccc(Cl)cc2)cc1 | i | i | i | i | i | i | i | 25 | 0.6 | i | i

Some of these compounds in order of SMILES length, high to low.
SMILES | TRPC4 PAM | MrgX1 agonist | MrgX1 PAM | TRPC4 inh | PolyA inh | TRPC6 inh | TRPC6 activator | AI-2 QS modul | HIF activator | MrgX1 antag | TRPC4 agonist
CCCC[N+](C)(C)CCC(=O)NC(C)(C)CS(=O)(=O)[O-] | i | i | i | i | i | i | i | -6 | 0.1 | i | i
OCC[C@H]1C[C@H](O)[C@@H](O)[C@@]2(CCCO2)O1 | i | i | i | i | i | i | i | 3 | -2.6 | i | i
Cc1cccc(OCc2nnc(SCC(=O)O)n2Cc2ccccc2)c1 | i | i | i | i | i | i | i | 17 | -1.1 | i | i
Cc1ccc2occ(-c3nn[nH]n3)c(=O)c2c1 | i | i | i | i | i | i | i | 35 | -0.5 | i | i
Cc1cc(Nc2ccc(Cl)cc2)n2ncnc2n1 | i | i | i | i | i | i | i | 6 | 0.9 | i | i

This is a subset; the hit share may differ from the screen's.
